# Compound activity deposited in PubChem by NMMLSC.
# ABCG2 block: blocks JC-1 efflux by human ABCG2 transporter | 190,000 tested, 0.1% active | inhibition, % at 6.6 µM | AID 1325 | IgMXP3 cells, flow cytometry;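 active = inhibition above 80%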;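 note: 0% = DMSO and 100% = nicardipine control wells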
#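 test system = two drug-resistant human cell lines, ABCG2 and ABCB1 | amount = 3 million cells/mL final, two lines in 1:1 ratio | reagent = JC-1 transporter substrate | doses = one concentration, 6.6 µM final | incubation = 10 min at 25 °C | signal = flow cytometric JC-1 green MFI at 530 nm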
# Bim-Bcl-W: disrupts Bim peptide binding to human Bcl-W | bead-based flow cytometry | inhibition, % at 10 µM | 190,000 tested, 0.02% active;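 note: 0% = bound tracer without compound and 100% = peptide blocker; higher means less fluorescent Bim peptide bound to Bcl-W beads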
# Avidin fluor: compound fluoresces at 488/530 nm on avidin beads | compound fluorescence 488/530 nm, flow cytometry; active compounds read high | 220,000 tested, 0.38% active | AID 1775 | fluorescence (KMESF) at 10 µM; in the data active = fluorescence above about 47; note: inactives centre near 10
# RGS4-Gao reg: human RGS4-Galphao interaction regulation | Multiplexed bead flow cytometry, RGS4-Galphao binding; actives lie on both sides | binding response (% of control), % at 10 µM | P09471 | 220,000 tested, 0.33% active | AID 1415; in the data active = binding response below about 49% or above about 150%; inactive = in between;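 note: fluorescent Galphao activated with aluminum fluoride binding bead-coupled RGS4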
# Bim-Bcl-2: disrupts Bim peptide binding to human Bcl-2. P10415. Bead-based flow cytometry, Bim peptide-Bcl-2 binding. 190,000 tested, 0.06% active. inhibition, % at 10 µM; in the data active = inhibition above about 40%; inconclusive = no clear call, values can overlap the other calls;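 note: 0% = no compound wells with probe peptide and 100% = reference peptide inhibitor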
# Bim-Bfl-1: human Bim-Bfl-1 interaction inhibition. Q16548. Bead-based flow cytometry, Bim-Bfl-1 binding inhibition. inhibition, % at 10 µM. 190,000 tested, 0.12% active. AID 1008;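 note: 0% = wells without compound plus tracer and 100% = blocker peptide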
# ABCB1 block: human ABCB1 inhibition, ABCG2 as counter-screen. P08183. CCRF-Adr cells, JC-1 efflux, flow cytometry. inhibition, % at 6.6 µM. 190,000 tested, 0.067% active; in the data active = inhibition above about 40%;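 note: 0% = vehicle and 100% = reference inhibitor; higher value means more JC-1 retained so stronger ABCB1 efflux block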
# Target sequence (P08183 whole entry, looked up): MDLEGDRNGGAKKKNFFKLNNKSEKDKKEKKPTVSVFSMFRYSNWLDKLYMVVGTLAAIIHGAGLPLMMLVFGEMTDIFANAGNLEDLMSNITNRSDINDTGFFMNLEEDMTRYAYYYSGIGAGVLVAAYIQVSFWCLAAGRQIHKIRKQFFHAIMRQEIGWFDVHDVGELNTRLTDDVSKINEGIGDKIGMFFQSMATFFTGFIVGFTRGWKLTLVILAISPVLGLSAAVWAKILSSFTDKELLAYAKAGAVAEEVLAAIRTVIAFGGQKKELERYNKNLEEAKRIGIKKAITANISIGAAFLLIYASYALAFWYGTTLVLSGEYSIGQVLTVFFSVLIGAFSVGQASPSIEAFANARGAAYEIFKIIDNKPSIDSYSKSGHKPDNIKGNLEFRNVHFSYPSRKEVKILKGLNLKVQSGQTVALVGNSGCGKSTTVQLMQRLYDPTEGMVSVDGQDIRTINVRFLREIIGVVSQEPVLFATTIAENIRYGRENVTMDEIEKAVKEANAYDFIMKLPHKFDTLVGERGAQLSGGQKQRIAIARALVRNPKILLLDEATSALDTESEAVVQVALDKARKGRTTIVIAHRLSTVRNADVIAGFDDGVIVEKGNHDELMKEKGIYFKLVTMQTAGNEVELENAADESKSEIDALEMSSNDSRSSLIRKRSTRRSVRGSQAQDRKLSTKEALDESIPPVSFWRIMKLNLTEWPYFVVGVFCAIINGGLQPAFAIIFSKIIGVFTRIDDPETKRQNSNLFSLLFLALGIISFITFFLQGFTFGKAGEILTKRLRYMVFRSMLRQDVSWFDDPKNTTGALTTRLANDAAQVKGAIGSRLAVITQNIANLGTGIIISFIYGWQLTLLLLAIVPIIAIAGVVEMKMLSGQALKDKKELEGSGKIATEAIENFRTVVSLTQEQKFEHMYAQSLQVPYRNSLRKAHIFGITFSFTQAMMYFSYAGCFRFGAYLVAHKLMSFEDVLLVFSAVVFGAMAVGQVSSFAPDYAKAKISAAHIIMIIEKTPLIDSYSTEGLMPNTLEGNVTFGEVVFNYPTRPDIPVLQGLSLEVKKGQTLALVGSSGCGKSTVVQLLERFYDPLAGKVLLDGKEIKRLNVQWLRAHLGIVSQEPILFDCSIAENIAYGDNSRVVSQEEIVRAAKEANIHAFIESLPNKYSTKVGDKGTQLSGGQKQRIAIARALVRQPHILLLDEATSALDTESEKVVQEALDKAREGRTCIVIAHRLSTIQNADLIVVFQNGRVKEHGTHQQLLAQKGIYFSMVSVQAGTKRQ
# Bcl-XL Bim block: human Bim-Bcl-XL interaction inhibition | inhibition, % at 10 µM | 190,000 tested, 0.04% active | Q07817 | Bim peptide-Bcl-XL binding, bead flow cytometry, fluorescence
# RGS7-Gao reg: human RGS7-Galphao interaction regulation; P09471; Multiplexed bead flow cytometry, RGS7-Galphao binding; actives lie on both sides; binding response (% of control), % at 10 µM; 220,000 tested, 0.35% active; AID 1439; in the data active = binding response below about 49% or above about 150%; inconclusive = no clear call, values can overlap the other calls; inactive = in between;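 note: fluorescent Galphao held in activated GDP-AlF4 state binding bead-coupled RGS7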
# GSH fluor: compound fluoresces at 488/530 nm on GSH beads. GSH beads flow cytometry, compound fluorescence 488/530 nm; active compounds read high. fluorescence (KMESF) at 10 µM. 190,000 tested, 0.25% active; in the data active = fluorescence above about 89;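 note: glutathione beads carrying GST-tagged Bcl family fusion proteins plus one bare bead set; values are compound well signal with DMSO vehicle wells as background; inactives centre near 16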
# Bcl-B Bim block: disrupts Bim peptide binding to human Bcl-B; Q9HD36; bead-based flow cytometry; inhibition, % at 10 µM; 190,000 tested, 0.073% active; AID 951;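 note: 0% = tracer peptide without compound and 100% = reference inhibitor peptide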
# An asterisk follows results filed as active; ? = inconclusive; / = not tested or not shown. Cut-off read from the data, not from the text of the source, unless noted: active = inhibition above about 40%.
1	C/C(CCc1ccc2c(c1)OCO2)=N\NC(=O)c1ccc(C)cc1C
2	Cc1ccc(C(=O)NN2C(=O)C3C4C=CC(C5CC45)C3C2=O)cc1 (stereo unspecified)
3	COc1ccccc1NC(=O)C[n+]1ccccc1
4	Cc1ccc(S(=O)(=O)/N=C(/Nc2c(C)n(C)n(-c3ccccc3)c2=O)c2ccc(Cl)cc2)cc1
5	CC(=O)Nc1ccc(/C=N/NC(=O)c2cc3ccccc3nc2C)cc1
6	CCOC(=O)c1c(N)sc2c1C1CCN2CC1
compound no.	1	2	3	4	5	6
ABCG2 block	42	1	1	3	0	3
Bim-Bcl-W	-3	4	-1	0	0	0
Avidin fluor	15	27	10	11	3	10
RGS4-Gao reg	98	102	96	109	103	73
Bim-Bcl-2	-6	2	2	-11	0	-3
Bim-Bfl-1	-5	-3	-1	-11	0	-3
ABCB1 block	1.8	0.5	-0.5	0.6	-0.2	1.2
Bcl-XL Bim block	-2	0	-1	-4	-3	-4
RGS7-Gao reg	98	100	99	105	104	78
GSH fluor	14	23	13	14	5	8
Bcl-B Bim block	-4	0	2	-14	0	-1

7	CC(=O)Nc1ccc(OCC[n+]2cccc(C(N)=O)c2)cc1
8	Cc1ccc(C)c(S(=O)(=O)N2CCN(C(C(=O)Nc3ccc(F)cc3)c3ccccc3)CC2)c1 (stereo unspecified)
9	OC[C@@H]1CCCN1Cc1nc(-c2cccs2)no1
10	CCCCCc1nnc(NC(=O)Cn2cnc3ccccc3c2=O)s1
11	Cc1ccc(NC(=S)N2CCN(c3ccccn3)CC2)c(C)c1
12	COc1cccc(CC2CC(=O)N(CCc3ccc4c(c3)OCO4)C2=O)c1 (stereo unspecified)
compound no.	7	8	9	10	11	12
ABCG2 block	2	0	2	6	13	1
Bim-Bcl-W	0	-1	-2	-1	-1	0
Avidin fluor	5	3	8	6	11	/
RGS4-Gao reg	92	100	108	106	103	59
Bim-Bcl-2	-6	-9	-1	4	-4	-2
Bim-Bfl-1	-8	-1	-4	4	-5	-1
ABCB1 block	0.4	-0.9	0.2	0.2	1.1	0.4
Bcl-XL Bim block	-4	-7	-3	0	-1	0
RGS7-Gao reg	91	100	106	104	108	72
GSH fluor	22	7	10	15	12	12
Bcl-B Bim block	-5	-3	-5	0	-6	0

13	COC(=O)c1c(NS(=O)(=O)c2ccc(C)cc2)sc2c1CCC(C)C2 (stereo unspecified)
14	O=S1(=O)C[C@H]2NC(=S)N(c3ccccc3)[C@H]2C1
15	Cc1[nH]nc(-c2ccc(OCc3cnn(-c4ccccc4)c3)cc2O)c1Oc1ccccc1F
16	O=C(CCOc1ccccc1)NCc1ccccc1
17	NC(=O)COC(=O)CNC(=O)c1ccc(Cl)cc1
18	COC(=O)c1ccc(CSc2ncnc3c2nnn3-c2ccc(OC)cc2)o1
compound no.	13	14	15	16	17	18
ABCG2 block	-2	-3	-1	1	0	4
Bim-Bcl-W	-1	-8	0	0	0	-6
Avidin fluor	3	12	13	10	15	16
RGS4-Gao reg	100	103	99	96	101	92
Bim-Bcl-2	4	-13	-14	-9	-8	-6
Bim-Bfl-1	1	-9	-14	-9	-6	0
ABCB1 block	-1.3	0.1	-0.3	0.6	-0.2	0.4
Bcl-XL Bim block	0	-10	-6	-4	-2	-2
RGS7-Gao reg	102	101	89	98	102	95
GSH fluor	14	12	35	13	14	24
Bcl-B Bim block	-1	-12	-10	-7	-5	-4

19	COc1ccc(OC)c(C2C(C(=O)N(C)C)=C(C)Nc3nc4ccccc4n32)c1 (stereo unspecified)
20	CCC(=O)N/N=C(\C)CC(=O)Nc1ccc2ccccc2c1
21	COc1cccc(-c2nc(OC(C)C)c3ccccc3n2)c1
22	N#Cc1ccc(-c2ccccc2)nc1Sc1ccc(F)cc1
23	CCN(CC)C(=O)CSc1nc(C)cc(C)n1
24	COC(=O)CCCCCCCCC(=O)Nc1nc2ccccc2s1
compound no.	19	20	21	22	23	24
ABCG2 block	0	1	2	3	0	2
Bim-Bcl-W	-1	0	0	-2	-1	-1
Avidin fluor	8	12	18	7	10	19
RGS4-Gao reg	103	98	103	101	103	102
Bim-Bcl-2	-1	0	0	-1	-3	0
Bim-Bfl-1	0	0	0	-1	-5	1
ABCB1 block	-0.2	0.2	0.1	0.6	0.5	0.2
Bcl-XL Bim block	0	2	-4	-3	-5	-4
RGS7-Gao reg	101	99	103	100	98	101
GSH fluor	21	22	9	26	11	9
Bcl-B Bim block	2	1	0	-1	-5	-2

25	Cc1ccc2[nH]c3c(=O)n(CCN4CCOCC4)cnc3c2c1
26	CN(C)CCNC(=O)CNC(=S)N(Cc1ccccc1)Cc1cccnc1
27	CCN(c1ccccc1)c1nc(=O)c2cccnc2s1
28	CN(C)c1ccc(C(=S)N2CCN(C(=S)Nc3ccc(Cl)cc3)CC2)cc1
29	CC(=O)c1cc2c(cc1NC(=O)CN1CCC(Cc3ccccc3)CC1)OCO2
30	CCc1ccc2oc(-c3cccc(NC(=O)c4cccnc4)c3)nc2c1
compound no.	25	26	27	28	29	30
ABCG2 block	2	11	2	2	3	12
Bim-Bcl-W	-1	-1	2	-7	1	-1
Avidin fluor	36	6	13	2	8	12
RGS4-Gao reg	100	104	104	100	86	98
Bim-Bcl-2	-2	-11	-3	-2	-7	-2
Bim-Bfl-1	-1	-26	-4	-4	-6	0
ABCB1 block	0.4	1.0	0.9	0.0	0.5	0.2
Bcl-XL Bim block	0	-5	-1	-7	-2	0
RGS7-Gao reg	101	104	102	91	91	98
GSH fluor	13	9	11	9	34	28
Bcl-B Bim block	1	-1	-3	-6	-3	1

# Sorted by length of the SMILES (high to low): part of the list above
15	Cc1[nH]nc(-c2ccc(OCc3cnn(-c4ccccc4)c3)cc2O)c1Oc1ccccc1F
19	COc1ccc(OC)c(C2C(C(=O)N(C)C)=C(C)Nc3nc4ccccc4n32)c1 (stereo unspecified)
28	CN(C)c1ccc(C(=S)N2CCN(C(=S)Nc3ccc(Cl)cc3)CC2)cc1
29	CC(=O)c1cc2c(cc1NC(=O)CN1CCC(Cc3ccccc3)CC1)OCO2
12	COc1cccc(CC2CC(=O)N(CCc3ccc4c(c3)OCO4)C2=O)c1 (stereo unspecified)
18	COC(=O)c1ccc(CSc2ncnc3c2nnn3-c2ccc(OC)cc2)o1
30	CCc1ccc2oc(-c3cccc(NC(=O)c4cccnc4)c3)nc2c1
26	CN(C)CCNC(=O)CNC(=S)N(Cc1ccccc1)Cc1cccnc1
compound no.	15	19	28	29	12	18	30	26
ABCG2 block	-1	0	2	3	1	4	12	11
Bim-Bcl-W	0	-1	-7	1	0	-6	-1	-1
Avidin fluor	13	8	2	8	/	16	12	6
RGS4-Gao reg	99	103	100	86	59	92	98	104
Bim-Bcl-2	-14	-1	-2	-7	-2	-6	-2	-11
Bim-Bfl-1	-14	0	-4	-6	-1	0	0	-26
ABCB1 block	-0.3	-0.2	0.0	0.5	0.4	0.4	0.2	1.0
Bcl-XL Bim block	-6	0	-7	-2	0	-2	0	-5
RGS7-Gao reg	89	101	91	91	72	95	98	104
GSH fluor	35	21	9	34	12	24	28	9
Bcl-B Bim block	-10	2	-6	-3	0	-4	1	-1

14	O=S1(=O)C[C@H]2NC(=S)N(c3ccccc3)[C@H]2C1
20	CCC(=O)N/N=C(\C)CC(=O)Nc1ccc2ccccc2c1
21	COc1cccc(-c2nc(OC(C)C)c3ccccc3n2)c1
24	COC(=O)CCCCCCCCC(=O)Nc1nc2ccccc2s1
17	NC(=O)COC(=O)CNC(=O)c1ccc(Cl)cc1
27	CCN(c1ccccc1)c1nc(=O)c2cccnc2s1
23	CCN(CC)C(=O)CSc1nc(C)cc(C)n1
16	O=C(CCOc1ccccc1)NCc1ccccc1
compound no.	14	20	21	24	17	27	23	16
ABCG2 block	-3	1	2	2	0	2	0	1
Bim-Bcl-W	-8	0	0	-1	0	2	-1	0
Avidin fluor	12	12	18	19	15	13	10	10
RGS4-Gao reg	103	98	103	102	101	104	103	96
Bim-Bcl-2	-13	0	0	0	-8	-3	-3	-9
Bim-Bfl-1	-9	0	0	1	-6	-4	-5	-9
ABCB1 block	0.1	0.2	0.1	0.2	-0.2	0.9	0.5	0.6
Bcl-XL Bim block	-10	2	-4	-4	-2	-1	-5	-4
RGS7-Gao reg	101	99	103	101	102	102	98	98
GSH fluor	12	22	9	9	14	11	11	13
Bcl-B Bim block	-12	1	0	-2	-5	-3	-5	-7

# Next structures
31	CCN1CCN(CC(=O)Nc2nc3ccc(OC)cc3s2)CC1
32	O=C(CNC(=O)c1ccc(Br)cc1)NCC(=O)OCC(=O)c1ccccc1
33	Cc1ccc(S(=O)(=O)N(C)c2ccc(C(=O)NCC3CCCO3)cc2)cc1 (stereo unspecified)
34	CCCCCn1c(CN2CCN(C(=O)OCC)CC2)nc2c1c(=O)[nH]c(=O)n2C
35	CCOC(=O)c1c(-c2cccs2)csc1NC(=O)COC(=O)c1c(C)noc1C
36	O=C(NN1CCOCC1)c1cc(-c2cccs2)nc2ccccc12
compound no.	31	32	33	34	35	36
ABCG2 block	0	0	23	3	5	-4
Bim-Bcl-W	-1	-4	0	1	0	-3
Avidin fluor	13	14	12	11	13	1
RGS4-Gao reg	100	102	100	100	90	93
Bim-Bcl-2	5	-3	-14	-4	1	-2
Bim-Bfl-1	0	-5	-18	-2	1	-1
ABCB1 block	-0.2	0.2	1.5	0.9	1.0	0.1
Bcl-XL Bim block	-1	-5	-6	-1	-1	-7
RGS7-Gao reg	100	99	101	100	92	97
GSH fluor	22	15	25	25	6	11
Bcl-B Bim block	-2	-3	-9	1	1	-6

37	COC(=O)C1=C(C)Nc2nnnn2C1c1ccccc1Cl (stereo unspecified)
38	Cc1ccc(-n2c(P(C)(=O)O)nc3ccccc32)cc1
39	CC(C)(C)c1ccc(CSc2nnc(-c3ccccn3)n2Cc2ccco2)cc1
40	O=C(Nc1ccc(Cl)cc1)Nc1nnc(SCc2ccccc2)s1
41	COc1cccc(-c2nn(-c3ccccc3)cc2CN(C)Cc2ccon2)c1
42	O=C(NCCO)C1COc2ccccc2O1 (stereo unspecified)
43	Cc1cc(-c2nnc(SCc3ccccn3)o2)no1
44	NC(=O)c1cc2ccccc2o/c1=N/NC(=O)c1cccs1
compound no.	37	38	39	40	41	42	43	44
ABCG2 block	1	12	4	-6	7	-1	2	2
Bim-Bcl-W	1	-2	0	-11	-2	0	0	12
Avidin fluor	5	12	9	11	9	2	26	8
RGS4-Gao reg	100	106	99	103	100	101	96	96
Bim-Bcl-2	5	-4	-11	-12	-1	-3	2	3
Bim-Bfl-1	2	-5	-6	-9	-5	-6	-2	-1
ABCB1 block	0.5	0.2	0.4	-0.2	1.9	1.1	0.4	0.2
Bcl-XL Bim block	-3	-1	-3	-10	-5	-4	3	18
RGS7-Gao reg	100	?	96	105	96	99	102	93
GSH fluor	21	16	12	11	10	11	11	7
Bcl-B Bim block	-2	-6	-9	-9	-4	-7	1	13
